Compound activity deposited in PubChem BioAssay by several laboratories.
Fam108B inh – blocks mouse Fam108B hydrolase in RBBP9 counter-screen; recombinant Fam108B, FP-Rh probe fluorescence polarization; inhibition, % at 9.51 µM; actives 0.33% (n = 300,000); AID 1947;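 active = inhibition above the screen mean inhibition plus 3 SD, computed separately per campaign, cut at about 18% in these data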;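 also: inhibitors lower polarization as less probe binds the enzyme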
ZTA DNA inh – ZTA (EBV) inhibition in EBNA-1 counter-screen; inhibition, % at 11 µM; AID 2234; ZTA-DNA binding, fluorescence polarization; actives 0.15% (n = 320,000); P03206; in the data active = inhibition above about 33%
Target sequence (P03206 whole entry, looked up): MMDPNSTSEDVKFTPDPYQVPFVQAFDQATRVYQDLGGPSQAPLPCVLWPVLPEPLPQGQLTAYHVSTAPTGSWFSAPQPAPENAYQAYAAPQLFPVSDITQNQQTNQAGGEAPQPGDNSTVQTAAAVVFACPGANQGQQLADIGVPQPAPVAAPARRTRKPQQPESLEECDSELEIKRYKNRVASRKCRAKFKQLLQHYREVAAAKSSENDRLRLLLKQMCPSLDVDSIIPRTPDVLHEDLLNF
EBNA-1 inhibitor – blocks EBNA-1 binding to DNA; actives 0.34% (n = 300,000); AID 1950; EBNA-1 DNA binding, fluorescence polarization; inhibition, % at 14.8 µM; in the data active = inhibition above about 28%
Yeast superoxide – yeast age-related superoxide inhibition as caloric restriction mimetic; superoxide response (% of plate mean), % at 10 µM; AID 2690; S. cerevisiae aged cells, superoxide DHE fluorescence; stronger effect = lower value; actives 0.18% (n = 330,000);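 active = superoxide response under a set limit, about three screen SD below normal, cut at about 65% in these data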;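 also: yeast aged for seven days with compound at 30 °C before DHE staining; 100% = average MFI of all compound-treated wells on the plate with controls excluded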
Efflux pump mplx – blocks antifungal efflux pumps in multiplex yeast assay; S. cerevisiae Candida pump triplex, Nile Red efflux; inhibition, % at 10 µM; actives 0.44% (n = 330,000);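 active = plate passing quality check with inhibition over a set limit, or well fluorescence over plate mean plus 4 SD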;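 also: Nile Red retained in pooled yeast measured as flow cytometry median fluorescence; 0% = buffer negative control and 100% = Enniatin B positive control; higher means more Nile Red kept so more efflux inhibition; some compounds called inactive have numbers as strong as hits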
GLD-1 TGE inh – GLD-1-TGE RNA interaction inhibition (C. elegans) | inhibition, % at 5.96 µM | Q17339 | actives 0.44% (n = 320,000) | purified GLD-1 + fluorescein TGE RNA, fluorescence polarization;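 active = percent inhibition above a per-plate cutoff, the plate mean of test compounds plus 3 SD, cut at about 30% in these data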;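 also: 0% = DMSO wells with GLD-1 and probe and 100% = wells lacking GLD-1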
MEX-5 binding – C. elegans MEX-5 TCR-2 RNA binding activity. MEX-5/FITC-TCR2 RNA binding, fluorescence polarization; stronger effect = lower value. activity score (negative = inhibition of binding), % at 10 µM. actives 0.38% (n = 300,000);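 active = inhibition past about -25% in most replicates, and total fluorescence under double the plate's negative control median, limit read from the data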;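 also: 0% = DMSO and -100% = 5 µM competing unlabeled TCR2 RNA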
Target sequence (Q9XUB2 whole entry, looked up): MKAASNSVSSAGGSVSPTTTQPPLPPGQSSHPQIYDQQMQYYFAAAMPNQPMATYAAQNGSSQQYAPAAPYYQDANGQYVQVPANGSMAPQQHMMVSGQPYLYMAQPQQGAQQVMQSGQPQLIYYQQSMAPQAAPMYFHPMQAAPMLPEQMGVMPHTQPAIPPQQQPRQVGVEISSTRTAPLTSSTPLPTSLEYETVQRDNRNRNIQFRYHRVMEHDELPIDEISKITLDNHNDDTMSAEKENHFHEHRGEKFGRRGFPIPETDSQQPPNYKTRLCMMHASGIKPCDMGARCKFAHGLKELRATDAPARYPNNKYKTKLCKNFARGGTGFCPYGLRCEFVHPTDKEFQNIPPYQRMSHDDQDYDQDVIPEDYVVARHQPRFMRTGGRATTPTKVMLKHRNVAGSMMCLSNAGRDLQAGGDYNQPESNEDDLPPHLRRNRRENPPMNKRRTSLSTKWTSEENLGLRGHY
BCLXL inh – inhibitors of human Bcl-xL; AID 2129; Q07817; inhibition, % at 10.9 µM; actives 0.7% (n = 320,000); GST-Bcl-xL / FITC-Bim BH3 peptide fluorescence polarization;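 active = inhibition above the mean of all tested compounds plus 3 SD, cutoff set per campaign, cut at about 30% in these data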;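 also: 0% = DMSO wells and 100% = unlabeled Bim-BH3 peptide competitor; inhibitors lower millipolarization by displacing the labeled peptide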
MCL1 BIM primary – inhibitors of human MCL1 binding to BIM-BH3 peptide | AID 2057 | GST-MCL1 / FITC-Bim-BH3 fluorescence polarization | actives 0.68% (n = 320,000) | inhibition, % at 10.9 µM;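 active = inhibition above the mean inhibition of all tested compounds plus 3 SD, set per campaign, cut at about 40% in these data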;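 also: 0% = DMSO wells and 100% = unlabeled Bim-BH3 peptide control; higher means more loss of mP so more displacement of Bim peptide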
Target sequence (Q07820 whole entry, looked up): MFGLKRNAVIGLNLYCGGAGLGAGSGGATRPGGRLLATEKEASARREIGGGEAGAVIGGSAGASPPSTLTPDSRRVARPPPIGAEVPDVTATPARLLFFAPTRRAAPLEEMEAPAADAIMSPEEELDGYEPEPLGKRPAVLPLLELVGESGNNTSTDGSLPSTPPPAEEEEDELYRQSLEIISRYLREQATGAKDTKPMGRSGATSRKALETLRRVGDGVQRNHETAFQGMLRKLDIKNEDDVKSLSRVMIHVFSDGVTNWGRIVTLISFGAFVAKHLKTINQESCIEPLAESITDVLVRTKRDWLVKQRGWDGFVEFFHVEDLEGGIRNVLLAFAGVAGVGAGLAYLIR
An asterisk follows results filed as active; i = inactive; · = not tested or not shown.

Structure	Yeast superoxide	BCLXL inh	Fam108B inh	EBNA-1 inhibitor	MCL1 BIM primary	GLD-1 TGE inh	Efflux pump mplx	ZTA DNA inh	MEX-5 binding
CCNC(=O)c1oc2c(c1C)C(=O)CC(C)(C)C2	99	7	3	-3	-2	-1	0.0	2	0.6
Cn1c(C(=O)NCCc2c[nH]c3ccccc23)cc2sccc21	102	0	1	-1	-3	3	0.2	2	1.6
COc1ccc(CC(=O)NCc2cccs2)cc1OC	101	-4	4	-7	-4	5	0.0	27	5.6
Nc1ccccc1C(=O)NC1CCCCNC1=O (centres undefined)	114	2	0	-8	3	-5	0.2	-5	·
COc1ccc2ccccc2c1/C=N/NC(=O)c1ccccc1F	89	0	6	2	11	0	-0.1	0	2.3
CC(NC(=O)CN(C)S(=O)(=O)c1cnc[nH]1)c1ccccc1 (centres undefined)	106	5	5	4	-3	0	0.0	6	1.7
Cc1ccc(CCNC(=O)CC(C)CC2=NS(=O)(=O)c3ccccc3N2)cc1 (centres undefined)	95	4	2	6	4	0	0.0	19	2.3
C/C(=N\NC(=O)c1c([N+](=O)[O-])c(C)nn1C)c1ccc(NC(=O)C2CCCC2)cc1	100	-1	-3	9	-6	3	0.0	1	-0.5
CC[N+](CC)(CC#Cc1ccccc1)CC#Cc1ccccc1	102	7	0	-1	5	4	0.1	15	1.7
CC(=O)N(C)c1ccc(N=Cc2cc3c(cc2[N+](=O)[O-])OCO3)cc1	104	2	0	3	5	6	0.0	-4	-1.3
O=C(CSCc1ccc([N+](=O)[O-])cc1)N/N=C/c1ccncc1	103	3	3	10	-3	-6	-0.2	4	4.0
O=C(NCC(=O)N(c1cccc(F)c1)C(C(=O)NCC1CCCO1)c1ccccc1)c1ccco1 (centres undefined)	93	2	-5	-1	-5	-7	0.0	0	0.5
COc1ccc(OC)c(S(=O)(=O)ON2C(=O)c3ccccc3C2=O)c1	100	-2	1	3	4	-2	-0.2	-12	-3.8
CCOc1cc(CNC)ccc1OCC(=O)NC(C)(C)C	99	3	3	-11	11	-2	-0.1	7	-6.6
Cc1csc(SCc2ccccc2C(=O)O)n1	115	0	3	-6	3	5	0.0	-8	0.3
COc1ccc(NC(=O)CN(C)C(=O)c2ccccc2OCC(=O)Nc2cccc(C(F)(F)F)c2)cc1	95	1	-2	0	-2	-4	0.2	5	-1.3
COc1ccccc1NC(=O)C(C)NC(c1ccccc1)c1ccccc1 (centres undefined)	96	-2	1	1	2	-1	0.0	-3	-0.9
CN(Cc1ccccc1)C(=O)CSc1nc2c(c(C(F)(F)F)n1)CCc1ccccc1-2	97	-16	-3	-11	-23	6	0.2	-15	0.6
Clc1ccc(CSc2nnc(-c3cccnc3)n2Cc2ccco2)c(Cl)c1	116	3	1	-17	5	-2	0.0	7	-1.9
CC(C)NS(=O)(=O)c1ccc(OCC(=O)N(C)Cc2ccccc2)cc1	88	3	0	-10	3	5	0.7	-21	2.6

(list continues)
Structure	Yeast superoxide	BCLXL inh	Fam108B inh	EBNA-1 inhibitor	MCL1 BIM primary	GLD-1 TGE inh	Efflux pump mplx	ZTA DNA inh	MEX-5 binding
O=C(NC(=S)Nc1ccc(Cl)cn1)c1cccs1	92	12	-2	-8	13	-5	-0.1	-3	-3.3
C=C(CC1([C@@H](NP(=O)(c2ccccc2)c2ccccc2)[C@H]2C[C@@H]2CCCC)CC1)c1ccccc1	·	-5	-2	8	-16	6	·	-4	-4.2
O=C(CSc1nnc(NC(=O)C2CCC2)s1)Nc1ccccc1	102	0	-2	-7	-3	7	0.2	7	3.1
O=S1(=O)N(Cc2ccccc2F)CCCN1Cc1c(F)cccc1Cl	84	-2	-3	-13	1	8	-0.2	-15	2.9
C=CCNC(=S)Nc1ccc(Cl)c(S(=O)(=O)N2CCOCC2)c1	125	7	-3	-2	12	5	0.2	10	0.1
O=C1c2ccccc2C(=O)c2c1oc(C(F)(F)F)c2C(=O)c1ccccc1	i	2	5	0	6	0	0.1	-5	0.4
Cc1onc(-c2ccccc2Cl)c1C(=O)c1ccccc1	89	5	0	-4	2	2	0.0	-3	0.6
O=C1c2ccccc2NC(c2ccc(O)cc2)N1c1ccccc1 (centres undefined)	89	4	2	-7	-2	-7	0.0	12	-1.5
O=C(c1cccc(Cl)c1)N1CCN(c2ncnc3c2cnn3-c2ccccc2)CC1	118	-5	2	-9	-2	3	0.1	2	0.1
CCOC(=O)C1(Cc2cccc(OC)c2)CCCN(C(=O)CNC(C)=O)C1 (centres undefined)	93	3	-1	2	-1	-2	-0.1	9	-0.2
CC(Oc1ccc2ccc(=O)oc2c1)C(=O)c1ccccc1 (centres undefined)	113	8	6	-5	-11	7	0.0	-19	2.0
Cc1cc(C)nc(Sc2ccc(C=O)cc2[N+](=O)[O-])n1	101	-2	-2	-2	-5	-4	0.0	-5	0.6
Cc1ccc([N+](=O)[O-])c(OCCCN2C(=O)NC(C)(C)C2=O)c1	101	6	2	-4	12	11	-0.1	-1	2.0
COc1ccc(C2=CC(=O)CC(c3ccccc3)C2)cc1 (centres undefined)	93	1	2	-2	1	5	0.0	-2	-0.4
Cc1ccc(-c2nnn(CC(=O)N(Cc3ccccc3)C(C(=O)NC(C)(C)C)c3ccncc3)n2)o1 (centres undefined)	97	2	3	4	1	1	0.6	-1	7.9
Cc1csc(NC(=O)c2ccc(OCC3CCCO3)cc2)n1 (centres undefined)	98	2	0	-3	-4	3	0.0	2	-0.3
O=C(CCNS(=O)(=O)c1ccc(Br)cc1)NCc1ccc(Cl)cc1	126	7	6	12	5	-2	-0.1	6	1.1
Cc1ccc(C(=O)O/N=C/c2c(N3CCOCC3)n(C)c3ccccc23)cc1	89	5	4	0	6	7	-0.1	-13	2.0
CC(C)c1cc(=O)[nH]c(N2CCN(Cc3ccc4c(c3)OCO4)CC2)n1	89	4	8	4	11	7	-0.1	-10	-0.1
Cn1c(Cn2c(=O)sc3ccccc32)nnc1SCC(=O)N1CCCCCC1	99	1	5	-12	-5	2	0.1	-3	-0.1

Next entries follow:
Structure	Yeast superoxide	BCLXL inh	Fam108B inh	EBNA-1 inhibitor	MCL1 BIM primary	GLD-1 TGE inh	Efflux pump mplx	ZTA DNA inh	MEX-5 binding
COC(=O)c1cc(NC(=O)c2cccc(Cl)c2)c(=O)oc1/C=C/Nc1cc(C)cc(C)c1	102	-98	0	1	-165	-80	0.7	-6	-28*
O=C(N/N=C/c1ccc(Br)s1)c1ccncc1	89	-3	4	-11	2	-12	0.1	-6	0.2
CS(=O)(=O)C1=NSC2=NC(=O)/C(=C\c3ccc(-c4ccccc4)o3)C(=N)N21	117	4	-3	0	-5	-19	1.1	-3	·
Cc1ccc2c(c1)NC(=O)c1cccnc1N2	102	7	4	11	15	2	0.0	13	-1.9
CSc1ccccc1C(=O)Nc1ncc(C)s1	97	9	1	-10	11	5	0.0	5	-0.1
COc1ccc(C(CNC(=O)c2cccc(S(=O)(=O)N3CCCCC3)c2)N2CCCC2)cc1 (centres undefined)	84	-6	·	·	-2	5	-0.2	1	·
CCN1CCN(C(=S)Nc2ccccc2Cl)CC1	94	-1	0	-12	3	4	0.2	12	0.5
CCC(=O)c1ccc(OCc2ccc(C(=O)OC)o2)c(OC)c1	101	3	-3	4	-1	-3	0.2	2	-0.6
CCOc1ccc(C2=Nn3cnnc3SC2)cc1	92	5	-3	-4	1	1	0.1	-10	-0.4
COCCN(CCOC)S(=O)(=O)c1ccc(C(=O)Nc2ccc([N+](=O)[O-])cc2OC)cc1	94	6	-1	-2	4	-4	-0.1	-6	1.0
C=CCc1ccc(OCC(O)COCC)c(OC)c1 (centres undefined)	105	2	-2	-6	6	-1	0.1	11	-0.1
CCn1c(SCC(=O)N(C)C2CCS(=O)(=O)C2)nnc1-c1cccs1 (centres undefined)	121	1	-1	1	-3	-3	0.1	4	0.2
O=C(CN(C(=O)CNC(=O)c1ccco1)c1ccc(Cl)c(Cl)c1)NC1CCCCC1	100	18	4	-6	22	11	0.1	-2	1.4
Cn1nccc1C(=O)NC(=S)Nc1sc2c(c1C#N)CCCCC2	101	-8	-7	-15	6	-4	0.4	-13	0.5
Cn1c(NCCCO)nc2c(c1=O)C1(CCCCC1)Cc1ccccc1-2	110	4	1	-11	0	9	0.2	8	·
CCOC(=O)c1sc(NC(=O)c2ccccc2OCC)nc1C	101	5	-3	0	3	4	-0.1	-12	-1.4
C/[N+]([O-])=C\CC(=O)c1ccc(-c2ccccc2)cc1	99	-4	-8	5	-4	-6	0.1	1	-0.4
O=[N+]([O-])c1cccnc1N1CCOCC1	93	3	-3	6	2	6	-0.2	11	-0.3
CN(C(=O)CSc1ncnc2sccc12)C1CCCCC1	109	-1	·	·	-2	6	0.1	-2	·
CCN1CCN(CC(=O)NC2CCCC2)C(=O)C1=O	92	2	1	6	0	1	-0.1	8	0.1

Individual results from above:
`CS(=O)(=O)C1=NSC2=NC(=O)/C(=C\c3ccc(-c4ccccc4)o3)C(=N)N21` in EBNA-1 inhibitor shows 0
`CCN1CCN(CC(=O)NC2CCCC2)C(=O)C1=O` in Fam108B inh shows 1

Additional structures.
Structure	Yeast superoxide	BCLXL inh	Fam108B inh	EBNA-1 inhibitor	MCL1 BIM primary	GLD-1 TGE inh	Efflux pump mplx	ZTA DNA inh	MEX-5 binding
CC1CC(=S)Nc2ccccc2N1C(=O)Nc1ccccc1 (centres undefined)	92	7	2	0	7	1	-0.1	-10	0.9
Cc1cc(C)c2sc(N(CCN(C)C)C(=O)c3ccc4ccccc4c3)nc2c1	110	0	-2	-3	0	6	-0.1	-4	-1.3
CCSc1nnc([C@H](Cc2c[nH]c3ccccc23)NC(=O)OC(C)(C)C)o1	99	1	0	-4	-6	-4	-0.1	-13	2.4
CCOc1ccc(NC(=O)Nc2ccc3nsnc3c2)cc1	85	3	2	1	-2	-2	-0.1	-16	-0.2
Cc1cc(Cl)nc2c(C(C)C)cccc12	94	2	3	2	-3	-1	0.0	-12	-0.9
O=C(NCC1CCCO1)c1onc(CSc2ccc(F)cc2)c1C(=O)O (centres undefined)	·	4	1	-6	1	5	·	-10	1.9
CCC(C)(C(=O)NC1CCCCC1)N(Cc1cccs1)C(=O)CC1NC(=O)NC1=O (centres undefined)	107	4	0	-5	3	4	0.0	-2	-0.5
CCOC(=O)c1cccc(NC(=O)c2cc3sccc3n2C)c1	98	4	5	-6	5	2	-0.1	-13	-0.5
Cc1ccc(/C=N/NC(=O)CCn2nc(C)cc2C)c(C)c1	94	3	0	4	4	-1	0.3	-4	1.1
CCCCNC(=O)CCn1nc(-c2ccc(C)cc2)c2ccccc2c1=O	94	2	3	-6	8	4	-0.1	-22	1.1
CCOC(=O)c1[nH]c2ccc(OC)cc2c1NC(=O)CCN1CCCC(C)C1 (centres undefined)	110	-2	-2	-1	-26	-5	-0.1	0	-0.9
Cc1cccc(C(=O)NCC(=O)NCCCSc2ccccc2)c1	100	2	-2	-4	-10	-1	0.0	2	-0.2
Clc1ccc(C2=NNC(=NCC3CCCO3)SC2)cc1 (centres undefined)	100	5	-4	-5	6	14	0.3	0	0.8
O=C(CSc1nc(-c2ccccc2Cl)ns1)c1ccc(Cl)cc1	80	-10	-3	7	-14	3	0.1	20	1.8
Cn1c(SCc2c(Cl)cccc2Cl)nc(C(F)(F)F)cc1=O	108	1	-1	-8	-6	-1	0.1	0	-0.1
CCOC(=O)N1CCN(C(=O)COC(=O)c2ccc(S(=O)(=O)N(CC)CC)cc2)CC1	95	2	0	-8	-4	4	0.0	-1	0.9
CCCCOC(=O)CCc1nc2ccccc2[nH]c1=O	95	4	0	13	-3	2	-0.3	3	-5.8
